PglD inh: blocks C. jejuni PglD acetyltransferase activity | inhibition, % at 12.5 µM | 360,000 compounds, 0.098% hits | AID 602405 | purified PglD enzyme, DTNB colorimetric CoA detection; in the data active = inhibition above about 16%, passing the limit was not always enough; inconclusive = no clear call, values can overlap the other calls; note: strong numbers were not always called active
E-sel inducer: E-selectin induction on HUVECs; HUVEC E-selectin immunofluorescence imaging; normalized: neutral wells 0, TNF-alpha wells 100; P16581; 260,000 compounds, 0.37% hits; activation, % at 7.58 µM;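 active = mean E-selectin-positive cell signal at least 10% of the positive control, reached in at least 60% of replicates, without over 20% cell loss; inconclusive = no rule given, readout overlaps actives, possibly toxicity-flagged; inactive = the rest, including those meeting only one limit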;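 note: in these data hits start at about 27%; measured in HUVEC primary endothelial cells; signal is the percent of cells scored E-selectin positive by PE staining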
Target sequence (P16581 whole entry, looked up): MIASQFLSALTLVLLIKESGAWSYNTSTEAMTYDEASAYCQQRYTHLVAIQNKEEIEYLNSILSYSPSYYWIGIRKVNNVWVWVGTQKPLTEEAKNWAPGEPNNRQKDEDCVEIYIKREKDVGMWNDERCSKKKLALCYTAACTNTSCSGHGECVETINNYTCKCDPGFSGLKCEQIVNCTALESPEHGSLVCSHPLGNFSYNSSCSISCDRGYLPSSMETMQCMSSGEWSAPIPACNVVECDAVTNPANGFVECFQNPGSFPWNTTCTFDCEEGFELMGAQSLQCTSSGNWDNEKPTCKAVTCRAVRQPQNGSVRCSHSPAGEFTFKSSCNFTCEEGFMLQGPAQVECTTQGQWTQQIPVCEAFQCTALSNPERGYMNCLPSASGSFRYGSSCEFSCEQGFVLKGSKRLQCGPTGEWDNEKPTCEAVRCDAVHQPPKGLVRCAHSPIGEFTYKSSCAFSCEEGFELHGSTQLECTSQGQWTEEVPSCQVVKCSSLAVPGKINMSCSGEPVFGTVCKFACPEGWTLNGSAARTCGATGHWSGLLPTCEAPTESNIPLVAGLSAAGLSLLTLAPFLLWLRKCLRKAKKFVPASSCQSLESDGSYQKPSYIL
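Read-out: % PE-positive cells | Test system: HUVEC | Doses: One compound dose added by pin transfer | Buffer or medium: EGM-2 over gelatin coat | Signal: Immunofluorescence imaging | Benchmarks: TNF-alpha, DMSO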
S100A4 MyoIIA: inhibitors of human S100A4 binding to myosin IIA peptide; 360,000 compounds, 0.14% hits; inhibition, % at 10.7 µM; AID 652163; P26447; S100A4/TAMRA-MyoIIA peptide fluorescence polarization;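 active = mean inhibition of at least 70% across replicates, with every replicate also reaching that level; inconclusive = mean inhibition reaches 70% but some replicates fall short; inactive = mean inhibition below 70%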
Target sequence (P26447 whole entry, looked up): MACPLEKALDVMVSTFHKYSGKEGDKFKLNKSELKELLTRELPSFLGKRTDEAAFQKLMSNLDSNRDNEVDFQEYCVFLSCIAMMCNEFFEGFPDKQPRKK
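incubation = readout 5 min after mixing, signal stable up to 60 min | system = S100A4 monomer protein | buffer or medium = HEPES pH 7.2 with CaCl2, KCl, NaCl, DTT, Triton | benchmarks = neutral control DMSO, positive control TFP | also added = fluorescent myosin IIA peptide, 5 nM | compound dosing = one concentration per compound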
DENV2 CPE rescue: inhibitors of DENV2 cytopathic effect; DENV2-infected cells, cytopathic effect rescue, plate reader; CPE inhibition, % at 9.99 µM; 350,000 compounds, 1.7% hits; in the data active = CPE inhibition above about 20%, passing the limit was not always enough; inconclusive = no clear call, values can overlap the other calls; tested in BHK-21 cells;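 note: 0% = median of neutral control wells and 100% = median of positive control wells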
SIRT5 block: inhibitors of human sirtuin-5 desuccinylase. Q9NXA8. AID 652115. Purified SirT5, succinyl-peptide AMC, trypsin-coupled fluorescence. 330,000 compounds, 1.1% hits. inhibition, % at 15 µM; in the data active = inhibition above about 15%; inconclusive = no clear call, values can overlap the other calls
Target sequence (Q9NXA8 whole entry, looked up): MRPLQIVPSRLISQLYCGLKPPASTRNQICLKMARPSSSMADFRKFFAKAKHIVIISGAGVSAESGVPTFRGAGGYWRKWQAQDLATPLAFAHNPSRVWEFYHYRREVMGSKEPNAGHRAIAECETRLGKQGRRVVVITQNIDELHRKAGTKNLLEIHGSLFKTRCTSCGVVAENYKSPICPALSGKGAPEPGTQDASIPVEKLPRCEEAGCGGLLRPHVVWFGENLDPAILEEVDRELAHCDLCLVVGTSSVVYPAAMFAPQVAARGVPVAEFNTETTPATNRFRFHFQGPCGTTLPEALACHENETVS
ERp5 inh: ERp5 (human) disulfide isomerase inhibition. inhibition, % at 9.99 µM. ERp5 insulin aggregation, absorbance 650 nm, 90 min. Q15084. 350,000 compounds, 0.05% hits;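 active = mean replicate inhibition above about 25%, with every replicate also reaching it, limit read from the data, passing the limit was not always enough; inconclusive = only one of those two criteria met; inactive = neither criterion met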
Statin myotox sup: protects C2C12 myotubes from simvastatin toxicity; rescue of ATP level, % at 7.49 µM; AID 602340; 330,000 compounds, 0.78% hits; ATP luminescence, 48 h; scaled: DMSO 0, geranylgeraniol control 100;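 active = mean ATP rescue above about 67%, or every replicate alone reaching that limit, limit read from the data, passing the limit was not always enough; inconclusive = no clear call, values can overlap the other calls; inactive = mean under the limit and some replicate under it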;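 note: myotubes were challenged with 10 µM simvastatin during compound exposure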
Starred values were filed as active, the others as inactive; u = inconclusive; x = no result given; & = joins results of further samples.

entry	canonical_smiles	PglD inh	E-sel inducer	S100A4 MyoIIA	DENV2 CPE rescue	SIRT5 block	ERp5 inh	Statin myotox sup
1	C/C(=N/OCO/N=C(\C)c1ccccc1)c1ccccc1	3	0.1	-1	x	3	12	x
2	O=C(Nc1ccc(F)cc1)Nc1ccc2c(c1)[C@@H]1C[C@@H](CC(=O)N3CCOCC3)O[C@H](CO)[C@@H]1O2	1	-0.3	-2	-8	1	-3	-2
3	COc1ccc(C(=O)CSc2[nH]c(=O)cc(C(F)(F)F)c2C#N)cc1	x	-0.1	8	14	0	2	-3
4	CCOC(=O)c1c(NC(=O)COC(=O)c2cnccn2)sc(C(=O)NC)c1C	-2	0.3	-6	0	-1	3	-3
5	COc1ccc(CCN(C)C(=O)C23CC4CC(CC(Cl)(C4)C2)C3)cc1OC	-4	x	-1	5	7	3	4
6	C=CCC[C@H](Cc1ccc(F)cc1)C(=O)OC[C@H](Cc1c[nH]c2ccccc12)NC(=O)[C@H](CC=C)CC(=O)N(CCO)Cc1ccccc1	-3	0.2	-1	u	-3	2	17
7	COCc1cc(C)nc(OCC(=O)N/N=C/c2ccccc2)c1C#N	x	x	-2	-1	0	-2	0
8	Cc1ccc(Nc2nc(/N=C/NO)n[nH]2)cc1C	4	x	-1	-5	-2	7	4
9	N#Cc1ccccc1CSc1nnc(-c2ccncc2)o1	-1	x	8	x	-5	2	-2
10	CC=Cc1ccc2n(c1=O)C[C@@H]1[C@@H](CO)[C@H](C(=O)NCc3ccccc3)N(C)[C@H]21 (mixture of isomers)	4	0.1	-3	9	7	-4	21
11	O=C([C@H]1[C@H](CO)[C@H]2Cn3c(cccc3=O)[C@H]2N1CC1CCCCC1)N1CCOCC1	x	0.5	2	3	-3	5	x
12	O=C(Nc1ccc(CN2CCCCC2)cc1)c1cc(Br)ccc1Cl	x	x	-6	x	-5	5	x
13	C[C@H]1CN([C@@H](C)CO)S(=O)(=O)c2ccc(/C=C/c3ccccc3)cc2O[C@@H]1CN(C)Cc1ccccc1	10	x	5	5	22*	1	-21
14	C[C@H]1CN([C@@H](C)CO)C(=O)Cc2cc(NC(=O)Nc3ccccc3)ccc2O[C@H]1CN(C)C(=O)Nc1ccc(C(F)(F)F)cc1	2	-0.1	x	-16	x	x	5
15	COC(=O)c1ccccc1NC(=S)N(Cc1ccc2c(c1)OCO2)Cc1cc2ccc(OC)cc2[nH]c1=O	0	x	3	0	0	1	5
16	Oc1ccccc1CN1CCCC(N2CCc3ccccc3C2)C1 (stereo not given)	6	0.1	2	14	-5	4	16
17	O=C(O)C1CCN(C(=O)COc2ccc3c4c(c(=O)oc3c2)CCC4)CC1	-3	x	1	x	x	x	3
18	COc1ccc(/C=C(/NC(=O)c2ccco2)C(=O)Nc2ccc(C(=O)O)cc2)cc1	4	-0.1	-5	-1	4	3	-33
19	O=C(Cn1[nH]c(=O)c2ccccc2c1=O)N1CC=C(c2ccccc2)CC1	1	x	3	x	4	2	-8
20	O=C(COc1ccc(Cl)cc1)Nc1ccccc1Cl	-5	0.0	1	u	-2	4	3
21	COc1cccc(CN2[C@@H]3CN(C(=O)CC(F)(F)F)c4ccccc4[C@@H]3[C@@H]2CO)c1	-2	-0.6	8	u	1	-3	-10
22	O=C(NCCc1c[nH]c2ccccc12)OCCCCOC(=O)NCCc1c[nH]c2ccccc12	-5	x	1	1	-1	3	12
23	Cc1ccccc1-c1ccc(CN2CCN(C)C(CCO)C2)cc1 (stereo not given)	0	x	-1	4	-6	5	1
24	Cc1noc(C)c1NC(=O)N(C)C[C@H]1Oc2c(NS(=O)(=O)c3cccs3)cccc2C(=O)N([C@H](C)CO)C[C@@H]1C	-2&-2	0.2&-0.2	4&6	3&7	-2&-1	0&0	14&-3
25	CCc1ccccc1NC(=O)c1ccc2c(O)c(S(=O)(=O)c3ccc(OC)cc3)c(=O)[nH]c2c1	1	-0.5	-19	0	-9	-7	0
26	COc1cc(NC(=S)NC(=O)c2ccco2)ccc1NC(=O)C(C)C	x	0.0	-1	4	1	3	x
27	C[C@H](NC(=O)[C@@H]1[C@@H](CO)[C@@H]2Cn3c(ccc(C4=CCCCC4)c3=O)[C@H]1N2)c1ccccc1	16	-0.3	0	0	-17	0	-2
28	Cc1ccc(S(=O)(=O)Oc2ccc(/C=N/NC(=O)c3ccncc3)cc2)cc1	2	-0.7	0	1	2	8	-6
29	O=C(N/C(=C\c1cccc([N+](=O)[O-])c1)C(=O)N(CCO)CCO)c1ccco1	x	x	4	-5	3	2	-1
30	COc1ccc2c3c(n(C)c2c1)[C@@H](CO)N(Cc1ccncc1)CC31CCN(C(=O)C2CCCC2)CC1	x	-0.5	3	13	5	-2	x

Sorted by length of the SMILES (rising): part of the list above
entry	canonical_smiles	PglD inh	E-sel inducer	S100A4 MyoIIA	DENV2 CPE rescue	SIRT5 block	ERp5 inh	Statin myotox sup
3	COc1ccc(C(=O)CSc2[nH]c(=O)cc(C(F)(F)F)c2C#N)cc1	x	-0.1	8	14	0	2	-3
27	C[C@H](NC(=O)[C@@H]1[C@@H](CO)[C@@H]2Cn3c(ccc(C4=CCCCC4)c3=O)[C@H]1N2)c1ccccc1	16	-0.3	0	0	-17	0	-2
6	C=CCC[C@H](Cc1ccc(F)cc1)C(=O)OC[C@H](Cc1c[nH]c2ccccc12)NC(=O)[C@H](CC=C)CC(=O)N(CCO)Cc1ccccc1	-3	0.2	-1	u	-3	2	17

Further records follow.
entry	canonical_smiles	PglD inh	E-sel inducer	S100A4 MyoIIA	DENV2 CPE rescue	SIRT5 block	ERp5 inh	Statin myotox sup
31	C[C@H]1CN([C@@H](C)CO)C(=O)c2ccccc2-c2ccccc2CO[C@H]1CN(C)S(=O)(=O)CC(F)(F)F	-2	x	-5	-2	x	-13	-24
32	CCOC(=O)N(C)C[C@@H]1OCc2ccccc2-c2ccccc2C(=O)N([C@H](C)CO)C[C@@H]1C	-2	-0.5	36	16	6	-1	-1
33	CC(C)c1ccc(NC(=O)c2cccc(Br)c2)cc1	-2	x	-4	-3	1	2	x
34	C[C@H]1CN([C@@H](C)CO)C(=O)c2cc(NC(=O)CCN3CCOCC3)ccc2O[C@H]1CN(C)Cc1ccc(Cl)c(Cl)c1	9	-4.0	4	8	-7	0	9
35	CC(C)NC(=O)Nc1ccc2c(c1)C(=O)N([C@@H](C)CO)C[C@H](C)[C@H](CN(C)Cc1ccccc1)OCCCC[C@H](C)O2	0	-0.2	-1	7	5	2	20
36	COc1ccc(S(=O)(=O)N2CCCCCC2)cc1C(=O)Nc1ccc(C(=O)N(C)C)cc1	-1	-0.4	-9	4	1	-6	-6
37	C/C=C/c1ccc([C@H]2[C@H]3CN(CCC(F)(F)F)CCCCN3[C@H]2CO)cc1	1	0.2	-9	19	2	0	-3
38	CC(C)CC#Cc1cnc2c(c1)C(=O)N([C@@H](C)CO)C[C@@H](C)[C@H](CN(C)C(=O)Cc1cccnc1)O2	1	0.1	9	-3	5	-8	24
39	CCCCc1nc(Cl)c(C#N)c2c1CSC(C)(C)C2	x	2.8	1	0	-1	-2	x
40	CO[C@@H]1[C@H](O)CC[C@]2(O)CN(c3ccc(F)cc3)[C@](C)([C@H](O)CC=C(C)C)[C@@H]12	x	0.0	-5	-6	x	-1	x
41	C[C@@H]1CN([C@@H](C)CO)C(=O)c2cc(C3=CCCCC3)cnc2O[C@@H]1CN(C)C(=O)Nc1cccc(F)c1	-1	1.4	-2	12	-2	-4	11
42	NC(=O)C1=C(c2ccccc2)c2ccccc2C1=O	0	-0.1	-1	1	0	3	7
43	O=C(OCc1nnc(-c2ccc([N+](=O)[O-])cc2)o1)c1ccc(F)c(S(=O)(=O)N2CCOCC2)c1	-3	0.0	-6	-6	7	1	9
44	COc1ccc(NC(=O)CSc2nc(C3CC3)nc3ccccc23)cc1	-3	0.1	4	3	4	2	-44
45	CN1CCN(C(CNC(=O)C(=O)NC2CCCCC2)c2ccc(F)cc2)CC1 (stereo not given)	-5	0.0	-7	0	0	15	2
46	O=C1NC(=S)SC1=Cc1cccs1	-6	-0.1	-16	1	5	13	0
47	Cc1ccc(S(=O)(=O)C(C)C(=O)NCCS(=O)(=O)c2ccc(Cl)cc2)cc1 (stereo not given)	x	x	-13	u	0	1	x
48	CCS(=O)(=O)N[C@H]1C=C[C@@H](CC(=O)O)O[C@@H]1CO	x	0.0	14	6	-3	6	x
49	COc1cc(/C=C2/SC(=S)N(Cc3ccccc3)C2=O)cc(Cl)c1O	-4	u	-59	4	1	2	6
50	COCCNC(=O)C1(C)CCCN(Cc2cccc(F)c2)C1 (stereo not given)	2	-0.3	1	4	-3	-3	7
51	COc1cccc(C(=O)N2CCC[C@@H]2C(=O)N2CCC[C@@H]2C(=O)NCc2ccccc2Cl)c1	x	-0.2	-2	-14	-2	1	x
52	Cc1cc(C(F)(F)F)nn1CC(=O)Nc1ccc2c(c1)OCO2	-2	x	-10	2	-4	-1	-2
53	COC(=O)C(NC(C)=O)(Nc1ccc(C)cn1)C(F)(F)F (stereo not given)	12	0.0	3	-2	4	7	x
54	Cc1cccnc1C(NC(=O)C1CCN(Cc2ccc(Oc3ccccc3)cc2)CC1)c1ccc(F)cc1 (stereo not given)	-3	0.1	-8	-1	x	6	13
55	COc1cccc(C2C(C(=O)OCc3ccccc3)=C(C)Nc3ncnn32)c1OC (stereo not given)	3	-0.1	1	4	x	0	0
56	Cc1noc(C(F)(F)F)c1C(=O)NNC(=O)c1ccccc1	x	x	0	-3	-1	2	x
57	O=C(c1cccnc1)N1CCCCN2[C@H](C1)[C@@H](c1ccc(C#Cc3ccccn3)cc1)[C@@H]2CO	2	0.0	3	-2	0	-1	-1
58	CC(C)C#Cc1ccc2c(c1)O[C@H](CN(C)C(=O)CN(C)C)[C@H](C)CN([C@@H](C)CO)S2(=O)=O	-3	0.0	2	-6	1	1	-5
59	CCc1ccc2nc(N3CCN(C(=O)C(C)(C)C)CC3)sc2c1	-4	x	3	-2	-1	-4	-9
60	CC1(c2ccccc2)CC(C)(C)N2C(=O)C(=O)c3cccc1c32 (stereo not given)	-2	4.6	-6	-2	-2	1	x

entry	canonical_smiles	PglD inh	E-sel inducer	S100A4 MyoIIA	DENV2 CPE rescue	SIRT5 block	ERp5 inh	Statin myotox sup
61	CC(C)CC#Cc1cnc2c(c1)C(=O)N([C@@H](C)CO)C[C@@H](C)[C@H](CN(C)CC1CCOCC1)O2	1	0.0	-1	-2	1	0	10
62	Cc1noc(C)c1S(=O)(=O)N1CCCC(C(=O)N2CCc3ccccc3C2)C1 (stereo not given)	-4	0.0	-4	9	x	5	-2
63	CC1=C(C(=O)OCc2ccccc2)C(c2cccc(Br)c2)NC(=O)N1 (stereo not given)	-2	x	3	14	2	-2	-1
64	CCCCCOP(=O)(c1ccccc1)c1ccccc1	-4	x	6	x	-1	-10	x
65	CCCCNC(=O)NC1CCCC1	x	0.2	6	-1	-8	7	x
66	COc1ccc(-c2nc3ccccc3c(=O)[nH]2)cc1	-4	-0.3	4	18	-4	2	-37
67	Cc1ccc2c(COC(=O)c3ccc(C)c(C)c3)cc(=O)oc2c1	-5	0.1	3	-7	-2	0	-7
68	C[C@@H]1CN([C@H](C)CO)C(=O)CCCn2cc(nn2)CO[C@H]1CN(C)S(=O)(=O)c1ccc(-n2cccn2)cc1	-9	-1.6&-0.4	3	u	0	0	3
69	C[C@H](CO)N1C[C@H](C)[C@H](CN(C)Cc2ccc(Oc3ccccc3)cc2)Oc2ccc(NS(=O)(=O)c3ccccc3)cc2C1=O	-1	-0.1	-1	6	14	3	-19
70	COc1ccc(S(=O)(=O)N(C)C[C@@H]2Oc3ccc(N(C)C)cc3CC(=O)N([C@H](C)CO)C[C@@H]2C)cc1	7	0.0	4	23*	-1	1	-7
71	COCCNC(=O)C1CCCN(Cc2ccc(C)cc2)CC1 (stereo not given)	0	1.2	3	u	-2	-8	1
72	Cc1csc(NC(=O)C(F)(F)F)n1	-3	x	-4	x	-1	0	x

From PubChem BioAssay

A portion of the library; rates above refer to the full screens.
